From PubChem BioAssay
H9c2 TAG inh: inhibitors of triacylglycerol accumulation, primary screen, cell-based, uHTS, fluorescence, H9c2 | H9c2 cells, Nile Red lipid (TAG) fluorescence; cells loaded with 200 µM oleic acid | 0.66% of 230,000 active | inhibition, % at 12.5 µM | AID 651582, 2012;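 active means pattern-corrected inhibition of lipid staining of at least 50% with the nuclear-stain viability signal not falling by more than 50%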;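 further: 0% = DMSO wells and 100% = triacsin C control wells; some results filed as inactive read as strong as hits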
H9c2 TAG inh DAPI viability: also measured in H9c2 TAG inh; calls as there; DAPI nuclei signal change (viability), lower = more cytotoxic, %;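 whole-well DAPI fluorescence read on a plate reader as a viability signal; minus 50 percent equals half of cells still viable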
Active calls of the source: *. A portion of the library (hit frequency here may not be typical).

SMILES	H9c2 TAG inh	H9c2 TAG inh DAPI viability
COc1ccc(NC(=O)NNC(=O)COc2ccc3cc(Br)ccc3c2)c(OC)c1	10	-5
CCCCN(C(=O)CSc1nnc(-c2ccco2)o1)c1c(N)n(Cc2ccccc2)c(=O)[nH]c1=O	7	-1
CCc1ccc2c(c1)NC(=O)C2(C)Cc1ccc(C(F)(F)F)nc1 (stereo not given)	4	11
Nc1ccc(CC(N)c2csc(Nc3nncc4ccccc34)n2)cc1 (stereo not given)	29	-2
CC1CC(C)CN(C(=O)c2ccc(S(=O)(=O)N3CCCCC3)cc2)C1 (stereo not given)	21	-5
Cn1nccc1C(=O)N1CCN(c2ccc(F)cc2)CC1	10	12
O=C1CN(C(=O)CN2CCN(S(=O)(=O)c3ccccc3)CC2)c2ccccc2N1	12	0
COc1ccc(/C=C/C(=O)C2CC2)cc1COc1c(C)cccc1C	6	2
COc1ccc(OCc2cc(C(=O)N3C[C@H]4CC[C@H]3C4)no2)c(Cl)c1	-17	-1
Cc1cccc(NS(=O)(=O)c2cccc(C(=O)NCC3(N4CCCCC4)CCCCC3)c2)c1	6	-5
O=C(CN1CCCC1)N1CCCc2ccccc21	10	-5
COC(=O)c1c(NC(=O)c2ccccc2C(=O)O)sc2c1CCC2	-15	4
Cc1cccc(NC(=O)/C(C#N)=C/c2ccc[nH]2)c1C	-7	4
COc1ccc(/C=C/C(=O)Nc2ccccc2C(=O)O)cc1	-12	10
O=C(NCCc1c[nH]c2ccccc12)C1CCC(Cn2c(=S)[nH]c3ccccc3c2=O)CC1 (stereo not given)	65*	2.5*
Cc1ccnc(N2CCC(C(=O)Nc3ccc(Oc4ccccc4)cc3)CC2)n1	52*	-9.1*
CCOc1ccc(-c2c(C#N)c(N)nc3sc(C(=O)c4ccccc4)c(N)c23)cc1	18	39
O=C1CN(S(=O)(=O)c2cccc(Br)c2)CCN1	-1	-3
CCOC(=O)C1(C)CCCN(C(=O)c2cc(C#N)cs2)C1 (stereo not given)	-3	-6
CCOC(=O)c1cnc(SC)nc1Oc1cccc(NS(=O)(=O)c2ccc(Cl)cc2)c1	-26	-13
CC1=C(CCN2CCN(C(C)C)C(CCO)C2)C(C)(C)CCC1 (stereo not given)	3	-1
CSc1ccc(S(=O)(=O)NCC(=O)OCC(=O)NC2(C#N)CCCCC2)cc1[N+](=O)[O-]	0	-3
Cc1ccccc1C(=O)Nc1ccc(N2CCCC2)cc1	3	6
CN1CCN(S(=O)(=O)c2cccc(C(=O)N(C)Cc3cccs3)c2)CC1	-4	-1
NC(=O)C1CCN(C(=O)c2cc3c(s2)CCCC3)CC1	4	2
O=C(Nc1cccc(C(F)(F)F)c1)C1CCCO1 (stereo not given)	-6	-5
CCc1ccc2nc(NC(=O)C3CSC4(C)CCC(=O)N34)sc2c1 (stereo not given)	6	-1
Nc1ccn(Cc2cccc(Cl)c2)n1	7	1
CC[N+](CC)(CC)CCOc1cccc(OCC[N+](CC)(CC)CC)c1OCC[N+](CC)(CC)CC	-18	4
CCc1ccccc1NC(=O)CN(C)Cc1nc(N)nc(Nc2ccccc2C)n1	-7	8
Cc1[nH]c2ccccc2c(=O)c1CNCc1ccccc1	2	-10
O=C(CCc1nnc(CCCCc2ccccc2)o1)NCCCc1cccnc1	15	-4
COc1ccc(-n2c(N)c(C(=O)NCc3ccco3)c3nc4ccccc4nc32)cc1OC	29	12
C=CCSc1nc(C)c(CC(=O)OCC(C)C)c(=O)[nH]1	-2	-1
C/C(=N\Nc1cccc2cccnc12)c1ccc(C)cc1	-15	14
CCOC(=O)N1CCN(CC(=O)Nc2ccc(F)c(F)c2)CC1	19	-14
COc1ccc(OCCCn2cc(/C=C3/C(=N)N4C=C(C)SC4=NC3=O)c3ccccc32)cc1	-3	10
O=C(NCCc1ccccc1)C1CCCN(S(=O)(=O)c2cccnc2)C1 (stereo not given)	7	5
O=C(NCCc1ccc(F)cc1)c1cccc(NC(=O)c2ccccc2)c1	5	2
O=C(O)CCCNC(=O)/C(=C\c1ccc(Cl)cc1)NC(=O)c1ccccc1Br	6	4

Reformatted as a markdown table: part of the list above
| molecule | H9c2 TAG inh | H9c2 TAG inh DAPI viability |
| --- | --- | --- |
| COc1ccc(OCCCn2cc(/C=C3/C(=N)N4C=C(C)SC4=NC3=O)c3ccccc32)cc1 | -3 | 10 |
| O=C(NCCc1ccccc1)C1CCCN(S(=O)(=O)c2cccnc2)C1 (stereo not given) | 7 | 5 |
| O=C(NCCc1ccc(F)cc1)c1cccc(NC(=O)c2ccccc2)c1 | 5 | 2 |
| O=C(O)CCCNC(=O)/C(=C\c1ccc(Cl)cc1)NC(=O)c1ccccc1Br | 6 | 4 |

Further structures:
SMILES	H9c2 TAG inh	H9c2 TAG inh DAPI viability
COc1cc2ccccc2cc1C(=O)Nc1ccc(O)cc1	-6	9
Cc1nc(SCc2ccccc2)c2ccsc2n1	-40	-6
Cc1[nH]nc(N=CC2=C(O)CC(C)(C)CC2=O)c1-c1ccc(Cl)cc1	15	-4
CCn1c(CC(=O)Nc2ccc(C)cc2)nnc1SCC(=O)NCc1ccccc1	12	13
CCOC(=O)c1ccc(NC2c3ccccc3C(=O)N2c2ccc(C)cn2)cc1 (stereo not given)	24	-8
O=c1oc2ccccc2c2c1cnc1ccccc12	5	-1
O=C(N/C(=C\c1cccnc1)C(=O)N1CCOCC1)c1cccc(Br)c1	4	0
Cc1nn(C/C(C#N)=N\O)c(C)[n+]1N	-13	4
COC(=O)c1ccc(NC(=O)COC(=O)C2CC(=O)N(Cc3ccccc3)C2)cc1 (stereo not given)	8	3
CCCc1nc2oc3c(NCCCN(C)C)ncnc3c2c2c1CCCC2	63*	-25*
Cc1cccc(Cc2nc3ccccc3[nH]2)c1	-3	-2
O=C(CSCCOc1ccccc1)NCc1ccncc1	11	-3
CCOc1ccccc1CN1CCN(Cc2ccc3cc(F)ccc3n2)CC1CCO (stereo not given)	0	6
COc1cc(C(=O)NCC2CCCO2)ccc1OCc1c(C)noc1C (stereo not given)	6	1
COc1ccc(-n2nc3c(c2NC(=O)COc2cccc(OC)c2)CS(=O)(=O)C3)cc1	5	7
O=C(Nc1cc(Sc2ccccn2)cc([N+](=O)[O-])c1)c1ccc(Cl)cc1	-5	12
CC1Nc2ncnc(N3CCN(c4ccccc4)CC3)c2N(Cc2ccccc2)C1=O (stereo not given)	0	-2
CC1CCN(C(=O)c2ncn(C)c2C(=O)N2CCC(C)CC2)CC1	13	8
COc1cc(OC)cc(C(=O)Nc2ccc(N3CCN(C(=O)c4cccs4)CC3)cc2)c1	0	-9
O=C(CCNC(=O)c1ccc(Cl)cc1)NCc1ccco1	-3	2
CCOc1ncccc1C(=O)Nc1cccc(Cl)c1Cl	-4	2
CCOC(=O)N1CCN(C(=O)c2cn(-c3ccc(C)c(C)c3)c(=O)c3ccccc23)CC1	-12	-2
CCc1cc2c(COC(=O)c3c(C)noc3C)cc(=O)oc2cc1O	17	18
Cn1c(SCCOc2ccc(F)cc2)nnc1-c1ccncc1	11	1
O=C(NCc1ccco1)C(c1cccs1)N(Cc1ccccc1)C(=O)Cn1nnc2ccccc21 (stereo not given)	4	-4
C[C@@H]1CN([C@@H](C)CO)C(=O)c2cc(NS(C)(=O)=O)ccc2O[C@@H]1CN(C)Cc1ccc(C(F)(F)F)cc1	13	-2
O=C(Nc1ccccc1O)c1ccc2c(c1)C(=O)N(N1C(=O)c3ccccc3C1=O)C2=O	12	-1
COCCNC(=O)c1c(CSc2ccc(F)cc2)noc1C(=O)NCc1ccccc1	-2	-9
CCc1nnc(NC(=O)CSc2nnc(-c3ccccc3OC)n2-c2ccc(C)cc2)s1	-9	5
CN(CC(=O)Nc1cccc(F)c1)C(=O)/C=C/c1cn(Cc2ccccc2)nc1-c1cccnc1	-12	-1
COc1ccc(NC(=O)Cn2cnc3c(cnn3C(C)(C)C)c2=O)cc1OC	-1	10
O=C(COC(=O)c1cccc(S(=O)(=O)N2CCOCC2)c1)Nc1nc(-c2ccccc2Cl)cs1	4	-1
Cc1ccc(NS(=O)(=O)c2cccc(C(=O)NCc3ccccn3)c2)cc1	-13	3
CCOC(=O)C1=CN(Cc2ccco2)S(=O)(=O)NC1CC (stereo not given)	-1	-4
CCC(NC(=O)Nc1cc(C)on1)(C(F)(F)F)C(F)(F)F	9	2
O=C(C1CCC(=O)N(C2CC2)C1)N1CCN(c2cccc(Cl)c2)CC1 (stereo not given)	-2	0
CCOC(=O)c1c(C)[nH]c(C(=O)OCC(=O)c2ccccc2)c1C	-78	0
CC(C(=O)Nc1ccc(Br)cc1)N(C)CC(=O)NCc1ccco1 (stereo not given)	-4	-3
O=C(COc1ccc2c(c1)CCC2)N1CCN(c2ccc(F)cc2)CC1	-11	-4
O=C1Nc2c(c(=O)[nH]c(=O)n2Cc2ccccc2)C1(NS(=O)(=O)c1ccccc1)C(F)(F)F (stereo not given)	-16	0

Single records, from the list above:
O=C(C1CCC(=O)N(C2CC2)C1)N1CCN(c2cccc(Cl)c2)CC1 (stereo not given) in the list: H9c2 TAG inh: -2; H9c2 TAG inh DAPI viability: 0
O=C(Nc1ccccc1O)c1ccc2c(c1)C(=O)N(N1C(=O)c3ccccc3C1=O)C2=O in the list: H9c2 TAG inh: 12; H9c2 TAG inh DAPI viability: -1
CCOC(=O)C1=CN(Cc2ccco2)S(=O)(=O)NC1CC (stereo not given) in the list: H9c2 TAG inh: -1; H9c2 TAG inh DAPI viability: -4

Additional results follow:
SMILES	H9c2 TAG inh	H9c2 TAG inh DAPI viability
Cc1ccc(NC(=S)Nc2ccc3[nH]c(=O)[nH]c3c2)cc1C	-1	8
CCCN(CCC)Cc1cc(=O)oc2cc3c(cc12)CCC3	-7	6
c1ccc(CCN2CCN=C2Nc2ccccc2)cc1	3	-2
COC(=O)c1c(NC(=O)c2nc3ccccc3s2)sc2c1CC(C)(C)NC2(C)C	23	8
Cc1c(NC(=O)COC(=O)c2ccccc2Cl)c(=O)n(-c2ccccc2)n1C	7	5
O=C(c1cn(-c2ccccc2)nc1-c1cccs1)N(CCO)Cc1ccccc1	35	-6
CSc1nc(N2CCCC2)c2c(c1C#N)CC(C)(C)OC2	19	-8
COc1ccc(C2N3CC4(C)CN2CC(C)(C3)C4)cc1OC (stereo not given)	-39	13
Cc1cccc2cc3c(N)c(C#N)sc3nc12	4	31
COc1ccc(CNc2nc(-c3cccnc3)nn2C(=O)c2cccs2)cc1	-8	1
CCCc1ccc(C(=O)/C=C/N(C)C)cc1	19	-10
CCOCCCNc1nc(=S)[nH]c2cc(OC)c(OC)cc12	-2	4
Cc1ccccc1OCCC(=O)Nc1ccc(S(=O)(=O)N2CCCC2)cc1	1	-6
OC1(c2ccccc2)CCN(Cc2ccccc2)CC1	12	11
CCN(Cc1cccs1)C(=O)CN1C(=O)NC(c2ccccc2)(c2ccccc2)C1=O	26	-6
COCc1cc(C)nc(OCC(=O)N/N=C/c2ccc(C)o2)c1C#N	-20	-2
CN(C)C(=S)Nc1ccc(N2CCOCC2)cc1	-2	-4
Clc1ccc(Cn2ncc3c(N4CCN(c5ccccc5)CC4)ncnc32)cc1	-27	12
CSCCC(NC(=O)c1ccccc1)C(=O)N1CC(C)OC(C)C1 (stereo not given)	5	-6
CCOc1cc(N2CCOCC2)c(OCC)cc1NC(=O)c1ccccc1	2	2
O=[N+]([O-])c1ccc(N2CCN(S(=O)(=O)c3ccc4ccccc4c3)CC2)cc1NCc1ccco1	21	1
C=CCn1c(-c2cccc([N+](=O)[O-])c2)n[nH]c1=S	10	-10
CC(NS(=O)(=O)c1ccc2[nH]c(=O)[nH]c2c1)c1ccc(F)cc1 (stereo not given)	-1	-4
Cc1ccc(-c2cc(C(=O)N3CCOCC3)c3ccccc3n2)o1	0	18
O=c1[nH]c(SCc2n[nH]c(=S)n2-c2ccccc2)nc2ccccc12	6	-9
C(=N\Nc1nc2ccccc2[nH]1)/C1CCCCC1	74*	-19*
O=C(c1ccccc1)c1ccc(OCCO)cc1	-8	6
Cc1ccc2nc3n(c(=O)c2c1)-c1cc2ccccc2cc1C(=O)NC3Cc1ccccc1 (stereo not given)	46	-34
CC(C)=CCN1CCN(Cc2cc(CC(C)C)n[nH]2)CC1CCO (stereo not given)	-11	12
CCN(CC)/C(=N/S(=O)(=O)c1ccc(C)cc1)c1ccccc1	10	-4
CCCCN(C(=O)c1ccco1)C1CCS(=O)(=O)C1 (stereo not given)	-4	1
Cc1ccc(C(=O)NCC(=O)OCC(=O)N(CC(C)C)c2c(N)n(Cc3ccccc3)c(=O)[nH]c2=O)s1	2	-2
COc1ccc(C(N)CCc2ccc(C)o2)cc1 (stereo not given)	-1	-7
C#CCOCCOCCOCCNc1nc(N2CCN(C(=O)[C@H](Cc3cc4ccccc4[nH]3)n3cc(C(N)CC(C)C)nn3)CC2)nc(N2CCN(C(=O)[C@H](CCC(=O)O)n3cc(C(N)[C@H](C)CC)nn3)CC2)n1 (stereo not given in full)	-20	11
CCCN(CCC)C(=O)c1ccc2c(c1)N(Cc1ccccc1)C(=O)CS2=O (stereo not given)	14	-4
O=C(Nc1ccc(Cl)cn1)C1CCCN1S(=O)(=O)c1cccc2ccccc12 (stereo not given)	16	-13
O=C(Nc1ccnn1C1CCN(C/C=C/c2ccccc2)CC1)c1cccc(F)c1	26	4
CCc1nc2ccccc2c(C(=O)NCc2ccccc2)c1C	-4	10
S=c1[nH]nc(CCCc2n[nH]c(=S)o2)o1	0	-1
N#Cc1cccc(C(=O)Nc2ccc(S(=O)(=O)Nc3nccs3)cc2)c1	12	-10
C=CCn1c(C2CC2)n[nH]c1=S	-10	-2

Among those listed so far, these contain a COOH group.
SMILES	H9c2 TAG inh	H9c2 TAG inh DAPI viability
COC(=O)c1c(NC(=O)c2ccccc2C(=O)O)sc2c1CCC2	-15	4
COc1ccc(/C=C/C(=O)Nc2ccccc2C(=O)O)cc1	-12	10
O=C(O)CCCNC(=O)/C(=C\c1ccc(Cl)cc1)NC(=O)c1ccccc1Br	6	4
C#CCOCCOCCOCCNc1nc(N2CCN(C(=O)[C@H](Cc3cc4ccccc4[nH]3)n3cc(C(N)CC(C)C)nn3)CC2)nc(N2CCN(C(=O)[C@H](CCC(=O)O)n3cc(C(N)[C@H](C)CC)nn3)CC2)n1 (stereo not given in full)	-20	11
